GASC-1 inh = blocks human GASC-1 demethylase activity; Q9H3R0; GST-JMJD2C(1-420) H3K9me3 demethylation, DELFIA europium; inhibition, % at 2.35 µM; actives 0.069% (n = 330,000);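 active = more than half of a compound's replicate wells show inhibition beyond 50%, single wells judged on their own value; inconclusive = some, but no more than half, of replicates pass 50% inhibition; inactive = no replicate passes 50% inhibition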;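 also: signal counts dimethyl H3K9 product captured on neutravidin plate; 0% = median of DMSO wells and 100% = 0.3 times that DMSO median; strong numbers were not always called active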
VLA-4 inh = inhibition in a human VLA-4 binding assay. VLA-4 expressing cells, ligand binding flow cytometry. actives 0.2% (n = 330,000). P13612. inhibition, % (about 7 µM as worked out from the volumes in the protocol); in the data active = inhibition above about 50%
Target sequence (P13612 whole entry, looked up): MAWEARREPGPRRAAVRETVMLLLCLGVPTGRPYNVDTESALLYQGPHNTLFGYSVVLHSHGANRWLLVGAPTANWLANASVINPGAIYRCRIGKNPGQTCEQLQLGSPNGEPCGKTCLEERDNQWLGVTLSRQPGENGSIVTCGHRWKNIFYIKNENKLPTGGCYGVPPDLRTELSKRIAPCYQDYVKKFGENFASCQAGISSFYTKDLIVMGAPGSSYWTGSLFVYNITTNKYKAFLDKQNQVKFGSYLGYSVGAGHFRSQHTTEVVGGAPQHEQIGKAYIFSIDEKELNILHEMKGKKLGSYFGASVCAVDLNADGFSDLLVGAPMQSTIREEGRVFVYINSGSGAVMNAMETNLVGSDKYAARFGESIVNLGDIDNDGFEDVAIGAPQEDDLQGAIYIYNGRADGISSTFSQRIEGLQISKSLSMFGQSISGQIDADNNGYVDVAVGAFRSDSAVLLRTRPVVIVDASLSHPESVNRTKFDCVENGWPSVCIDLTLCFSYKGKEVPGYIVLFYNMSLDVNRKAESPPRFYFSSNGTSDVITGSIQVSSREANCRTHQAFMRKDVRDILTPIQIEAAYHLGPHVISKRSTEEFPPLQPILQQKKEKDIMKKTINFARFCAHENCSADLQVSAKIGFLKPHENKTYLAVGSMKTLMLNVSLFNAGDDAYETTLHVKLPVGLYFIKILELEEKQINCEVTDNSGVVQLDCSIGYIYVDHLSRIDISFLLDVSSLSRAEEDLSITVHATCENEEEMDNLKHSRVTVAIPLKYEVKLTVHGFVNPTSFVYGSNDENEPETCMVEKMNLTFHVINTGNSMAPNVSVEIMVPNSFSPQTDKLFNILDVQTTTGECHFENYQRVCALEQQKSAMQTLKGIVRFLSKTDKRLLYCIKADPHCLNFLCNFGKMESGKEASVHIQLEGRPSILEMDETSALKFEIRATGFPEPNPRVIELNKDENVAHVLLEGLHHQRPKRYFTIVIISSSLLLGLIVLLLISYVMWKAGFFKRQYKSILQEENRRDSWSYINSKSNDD
GRK2 aptamer HTS = human GRK2 inhibition via aptamer displacement. P25098. bead flow cytometry, FAM-aptamer displacement from GRK2. inhibition of aptamer binding, % at 10 µM. actives 0.59% (n = 330,000). AID 488847;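 active = inhibition of aptamer binding above 40%, roughly 3 SD of noise, on plates passing a quality check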;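 also: median bead fluorescence of bound FAM aptamer so fluorescent compounds give negative values; no value below 0 was filed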
AGP1 TOR yeast = alters AGP1-GFP fluorescence in TOR pathway yeast screen. AID 2066. GFP response vs DMSO, % at 10 µM. S. cerevisiae AGP1-GFP multiplex flow cytometry, 3 h; GFP as percent of DMSO wells. actives 0.02% (n = 320,000);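 active = GFP response relative to DMSO above a set limit, near screen average plus 3 SD, cut at about 150% in these data; inconclusive = fewer than 70 cells counted for the yeast strain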;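 also: median GFP channel fluorescence of the gated AGP1 strain per well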
RPL19A TOR yeast = yeast TOR pathway RPL19A-GFP modulation; percent response vs DMSO, % at 10 µM; actives 0.3% (n = 330,000); S. cerevisiae RPL19A-GFP strain, flow cytometry, 3 h; active compounds read low;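 active = percent response vs DMSO below 50%; inconclusive = fewer than 70 events counted for the yeast strain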;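 also: median channel GFP fluorescence of the barcoded RPL19A-GFP strain; ratio of sample median GFP to plate DMSO average so 100% = DMSO; lower means less RPL19A-GFP as with rapamycin TOR inhibition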
CIT2-GFP yeast = yeast TOR pathway CIT2-GFP modulation; S. cerevisiae CIT2-GFP strain, flow cytometry, 3 h; 100 means same as DMSO wells; GFP response vs DMSO, % at 10 µM; actives 0.065% (n = 320,000); AID 2029;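 active = GFP response relative to DMSO above a set limit, near the screen mean plus 3 SD, cut at about 150% in these data; inconclusive = Fewer than 70 cells measured for a yeast strain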;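 also: ratio of well median GFP fluorescence to mean of DMSO wells on the plate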
MEP2 TOR yeast = modulators of TOR pathway MEP2-GFP in S. cerevisiae; S. cerevisiae MEP2-GFP strain, flow cytometry GFP, 3 h; 100% = DMSO control level; GFP response vs DMSO, % at 10 µM; actives 0.51% (n = 330,000);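 active = GFP response versus DMSO above a set limit, roughly screen mean plus 3 SD, cut at about 180% in these data; inconclusive = fewer than 70 cells counted for a yeast strain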;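 also: median GFP fluorescence of the barcode-gated MEP2-GFP cells per well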
LAP4 TOR yeast = modulators of TOR pathway LAP4-GFP in S. cerevisiae; S. cerevisiae LAP4-GFP multiplex, flow cytometry GFP, 3 h; median GFP as percent of DMSO wells; GFP response vs DMSO, % at 10 µM; actives 0.34% (n = 320,000);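 active = GFP response vs DMSO above a set limit, about the screen mean plus 3 SD, cut at about 150% in these data; inconclusive = under 70 cell events counted for the yeast strain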
An asterisk follows results filed as active; ? = inconclusive; · = no result given; & = joins results of further samples.

SMILES | GASC-1 inh | VLA-4 inh | GRK2 aptamer HTS | AGP1 TOR yeast | RPL19A TOR yeast | CIT2-GFP yeast | MEP2 TOR yeast | LAP4 TOR yeast
Cc1nn(CC(=O)NCCc2ccccc2)c(=O)c2cccn12 | 21 | 10 | 0 | 101 | 102 | 98 | 99 | 99
Cc1nnc(N2C(=O)C(=O)/C(=C(/O)c3ccc4c(c3)OCCO4)C2c2ccc([N+](=O)[O-])cc2)s1 (stereo not drawn) | -11 | 9 | 0 | 118 | 102 | 113 | 105 | 112
O=C(Nc1ccc(S(=O)(=O)NCC2CCCO2)cc1)c1cccc(F)c1 (stereo not drawn) | -8 | -5 | 0 | 104 | 103 | 101 | 103 | 120
CC(c1ccco1)N(C(=O)c1ccccc1NS(=O)(=O)c1ccc(Cl)c([N+](=O)[O-])c1)c1ccccn1 (stereo not drawn) | 1 | -1 | 4 | 94 | 101 | 84 | 91 | 96
CCc1ccc(NC(=O)c2cc(-c3cccs3)on2)cc1 | 51 | -1 | 1 | 100 | 96 | 98 | 103 | 107
COC(=O)C1=C(C(=O)OC)C(c2ccccc2O)c2sc(=O)[nH]c2S1 (stereo not drawn) | -8 | 15 | 2 | 97 | 98 | 102 | 90 | 87
CCOc1ccc(C(=O)Nc2cccc(-c3nc4ccccc4[nH]3)c2C)cc1[N+](=O)[O-] | 11 | -17 | 1 | 108 | 114 | 104 | 106 | 104
O=C(Nc1ccc(S(=O)(=O)Nc2ncccn2)cc1)c1ccc2ncsc2c1 | 7 | -4 | 2 | 100 | 96 | 100 | 95 | 100
Cc1ccc2c(CN3C(=O)NC(C)(c4ccc5c(c4)OCO5)C3=O)cc(=O)oc2c1 (stereo not drawn) | -6 | 15 | 0 | 97 | 98 | 99 | 104 | 109
CCCN(c1ccc(C(C)C)cc1)S(=O)(=O)c1c(C)[nH]c(=O)[nH]c1=O | ? | -5 | 0 | 105 | 108 | 98 | 95 | 99
CC(C)Oc1ccc(CCC(=O)NNC(=S)NCc2ccccc2)cc1 | -3 | -4 | 0 | 99 | 110 | 109 | 103 | 103
COc1ccc(CNCCNC(=O)c2nonc2N)cc1OC | 19&-2 | 21 | 4 | 105 | 95 | 76 | 97 | 88
COc1ccc(C(C(=O)NC(C)(C)C)N(C(=O)Cn2nnc3ccccc32)c2cccc(C(C)=O)c2)cc1O (stereo not drawn) | -10 | -90 | 0 | 101 | 96 | 81 | 89 | 86
CN(c1ccc(C(=O)Nc2cccc(O)c2)cc1)S(=O)(=O)c1ccccc1 | 9 | -6 | 1 | 106 | 107 | 106 | 101 | 103
CC(C)c1ccc(CNc2cc(N3CCCC3)ccc2[N+](=O)[O-])cc1 | -4 | -2 | 2 | 96 | 95 | 86 | 96 | 102

Some values from the list.
Result for CC(C)Oc1ccc(CCC(=O)NNC(=S)NCc2ccccc2)cc1 in CIT2-GFP yeast: 109
Result for CN(c1ccc(C(=O)Nc2cccc(O)c2)cc1)S(=O)(=O)c1ccccc1 in AGP1 TOR yeast: 106
Result for O=C(Nc1ccc(S(=O)(=O)NCC2CCCO2)cc1)c1cccc(F)c1 (stereo not drawn) in VLA-4 inh: -5
Result for CCOc1ccc(C(=O)Nc2cccc(-c3nc4ccccc4[nH]3)c2C)cc1[N+](=O)[O-] in VLA-4 inh: -17
Result for COc1ccc(CNCCNC(=O)c2nonc2N)cc1OC in RPL19A TOR yeast: 95

(further entries)
SMILES | GASC-1 inh | VLA-4 inh | GRK2 aptamer HTS | AGP1 TOR yeast | RPL19A TOR yeast | CIT2-GFP yeast | MEP2 TOR yeast | LAP4 TOR yeast
Cc1ccc(-c2nnc(Sc3nc4ccccc4o3)c3ccccc23)cc1 | -5 | 0 | 3 | 99 | 96 | 95 | 98 | 100
COCCNC(=O)Cn1cnc2sc(C)c(S(=O)(=O)N3CCN(c4ccccc4OC)CC3)c2c1=O | 2 | 3 | 1 | 94 | 97 | 85 | 100 | 83
CC(=O)Nc1ccc(NC(=O)c2ccc3c(c2)CCN3S(C)(=O)=O)cc1 | -13 | -3 | 0 | 92 | 94 | 96 | 92 | 77
O=C(/C=C/c1ccccc1)Nn1cnc2ccccc2c1=O | 1 | -2 | 0 | 91 | 99 | 85 | 100 | 91
Cc1c(C(=O)N2CCCC2)sc(NC(=O)c2cccs2)c1C#N | 0 | 23 | 1 | 100 | 98 | 103 | 100 | 100
Cc1nc2sc(C(c3cccc(F)c3)N3CC(C)OC(C)C3)c(O)n2n1 (stereo not drawn) | -1 | 2 | 0 | 97 | 101 | 93 | 94 | 93
Cc1ccc(CN2CCN(/N=C/c3ccc(C(F)(F)F)cc3)CC2)cc1 | -4 | -6 | 0 | 90 | 93 | 97 | 101 | 87
CCn1c(C)cc(=S)c2ccccc21 | 17 | -32 | 40 | 100 | 96 | 91 | 100 | 112
OC1COC(OCc2ccccc2)C(O)C1O (stereo not drawn) | 9 | -3 | 0 | 96 | 102 | 97 | 109 | 95
CCc1ccc(-n2c(=O)c3c(C)c(C(=O)N(C)C)sc3n(CC(=O)NCc3ccco3)c2=O)cc1 | 5 | 13 | 2 | 106 | 104 | 107 | 105 | 104
Nc1cccc(-n2cccc2)c1 | -4 | 2 | 0 | 94 | 93 | 96 | 91 | 98
COc1ccc(NC(=S)NCCNC(C)=O)cc1 | 9 | -3 | 3 | 102 | 96 | 102 | 94 | 102
O=C(c1cc(Cl)cc(Cl)c1)N1CCOCC1 | 9 | 0 | 1 | 105 | 102 | 91 | 99 | 104
CCc1ccc(NC(=O)COc2cccc(-n3cnnn3)c2)cc1 | -17 | 5 | 0 | 100 | 105 | 107 | 103 | 88
COc1ccccc1N1CCN(C(=O)C(=O)c2c(C)[nH]c3ccccc23)CC1 | 4 | 7 | 0 | 104 | 99 | 101 | 94 | 95

Compound profiles, from the list above.
COCCNC(=O)Cn1cnc2sc(C)c(S(=O)(=O)N3CCN(c4ccccc4OC)CC3)c2c1=O reads GASC-1 inh: 2; VLA-4 inh: 3; GRK2 aptamer HTS: 1; AGP1 TOR yeast: 94; RPL19A TOR yeast: 97; CIT2-GFP yeast: 85; MEP2 TOR yeast: 100; LAP4 TOR yeast: 83
CCc1ccc(NC(=O)COc2cccc(-n3cnnn3)c2)cc1 reads GASC-1 inh: -17; VLA-4 inh: 5; GRK2 aptamer HTS: 0; AGP1 TOR yeast: 100; RPL19A TOR yeast: 105; CIT2-GFP yeast: 107; MEP2 TOR yeast: 103; LAP4 TOR yeast: 88

(continued)
SMILES | GASC-1 inh | VLA-4 inh | GRK2 aptamer HTS | AGP1 TOR yeast | RPL19A TOR yeast | CIT2-GFP yeast | MEP2 TOR yeast | LAP4 TOR yeast
Nc1nnc(CCOc2ccc(Cl)cc2)s1 | 2 | 7 | 1 | 95 | 97 | 95 | 103 | 105
CC(C)(C)OC(=O)NCCc1nnc(SCC(=O)c2ccc(Cl)cc2)o1 | -25 | -6 | 2 | 99 | 98 | · | 94 | 91
CC(=O)NC1=NN(C(C)=O)C(C)(c2ccccn2)S1 (stereo not drawn) | 18 | 2 | 0 | 97 | 95 | 91 | 97 | 99
COc1ccc(NC(=O)COC(=O)CNC(=O)c2cccs2)cc1Cl | 0 | 19 | 0 | 99 | 99 | 95 | 101 | 98
CCC1(C)NC(C(=O)O)Cc2c1[nH]c1ccccc21 (stereo not drawn) | -1 | 21 | 3 | 102 | 96 | 91 | 99 | 106
Cc1ccc(C2=NO[C@@](CC(=O)O)(C(=O)Nc3ccc4c(c3)OCCO4)C2)cc1 | 3 | -3 | 1 | 84 | 90 | 85 | 88 | 80
Cc1ccnc(SCc2nc3ccccc3s2)n1 | -3 | -3 | 0 | 88 | 95 | 83 | 92 | 126
Cc1cccc(Oc2cc(NC(=O)Cn3cnc([N+](=O)[O-])n3)cc([N+](=O)[O-])c2)c1 | -3 | 14 | 0 | 100 | 98 | 95 | 100 | 96
CCN(CC)c1c([N+](=O)[O-])ncn1C | -6 | 5 | 3 | 99 | 92 | 98 | 104 | 94
CCc1ccc(NC(=S)N(Cc2ccc(Cl)cc2)Cc2ccc(C(=O)O)cc2)cc1 | -1 | -13 | 0 | 71 | 102 | 86 | 90 | 109
CCOC(=O)C(CC)Sc1nc2c(c(=O)[nH]c(=O)n2C)n1CCc1ccccc1 (stereo not drawn) | 3 | 8 | 2 | 96 | 95 | 95 | 100 | 97
Cc1cccc(N=C2NN=C(c3ccccc3F)CS2)c1C | 1 | 10 | 10 | 93 | 96 | 93 | 98 | 94
CCCNC(=S)N1CCC(NC(=O)C23CC4CC(CC(C4)C2)C3)CC1 | 0 | 11 | 0 | 100 | 100 | 98 | 101 | 101
COC(=O)c1ccccc1NC(=O)COC(=O)CSCC(=O)N1CCOCC1 | 2 | 18 | 2 | 103 | 101 | 94 | 108 | 107
CCCCNc1ccc(C(CC(N)=O)NC(=O)c2cc(C)cc(C)c2)cc1[N+](=O)[O-] (stereo not drawn) | 48 | -4 | 0 | 116 | 107 | 109 | 108 | 107
COc1ccccc1NS(=O)(=O)c1cccc(C(=O)OCC(=O)NC2CC2)c1 | 6 | -3 | 59* | 106 | 101 | 105 | 95 | 108
COc1cccc(N/C(N)=N/c2nc(C(F)(F)F)cc(C(F)(F)F)n2)c1 | -6 | 13 | 0 | 91 | 109 | 76 | 103 | 87
CSc1nc2ccc(NS(=O)(=O)c3ccc4c(c3)OCCO4)cc2s1 | -10&2 | -10 | 0 | 95 | 93 | 91 | 100 | 100
CCCc1ccc2oc(C(=O)N(Cc3ccncc3)CC3CCCO3)c(C)c2c1 (stereo not drawn) | -13 | -16 | 2 | 103 | 100 | 111 | 105 | 103
CC(c1ccccc1)n1c(-c2ccc(C(C)(C)C)cc2)n[nH]c1=S (stereo not drawn) | 6 | -4 | 2 | 101 | 103 | 101 | 93 | 86
c1ccc(CSc2nnc(-c3ccco3)c(-c3ccco3)n2)cc1 | -24 | -191 | 17 | 96 | 92 | 88 | 94 | 107
CCN1CCN(C(=O)CN(c2cc(OC)ccc2OC)S(C)(=O)=O)CC1 | -20 | 2 | 1 | 96 | 100 | 96 | 100 | 101
COCCn1c(SCC(=O)N2CCCCC2)nc2c(c1=O)SCC2 | -2 | 7 | 4 | 95 | 104 | 92 | 88 | 84
O=C(NNS(=O)(=O)c1cccc(Cl)c1Cl)c1cccc(S(=O)(=O)N2CCOCC2)c1 | -40 | -5 | 0 | 100 | 105 | 99 | 99 | 94
COc1ncnc2c1cnn2-c1ccccc1 | -2 | 1 | 0 | 93 | 95 | 94 | 101 | 99
COc1ccccc1OCCOCCN1CCCC1 | -7 | 7 | 0 | 94 | 98 | 103 | 96 | 92

Screens: PubChem BioAssay, several laboratories
